# RGS4 pot: RGS4 potentiation or activation | B-score at 10 µM | AID 463111 | HEK293 M3R/inducible RGS4, carbachol calcium flux Fluo4; hits give low values | 310,000 tested, 0.92% active;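 active = B-score of the integrated calcium signal more than 4 SD below the library mean, with starting fluorescence not abnormally high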;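 also: negative B-score means reduced calcium response which marks RGS4 activation or potentiation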
#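 Material: Inducible-RGS4 HEK293 cells carrying M3 receptor; also added: carbachol at ECmax as muscarinic agonist stimulus; incubation: compound preincubation 20 min at room temperature before agonist; signal: Fluo4-AM (2 µM) calcium-flux fluorescence, kinetic read; measure: integrated calcium ratio converted to B score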
# MrgX1 agonist: activates human MrgX1 receptor signaling; Q96LB2; MrgX1-HEK293 cells, Fluo-4 calcium fluorescence, agonist mode; hits give high values; B-score at 10 µM; 310,000 tested, 0.44% active; AID 588627;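 active = calcium response B-score plate-corrected fluorescence ratio at least 3 library SD, with starting fluorescence B-score inside 5 SD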
#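 times = overnight plating, then 30 min 37 °C plus 30 min room-temperature dye loading | assay system = stable human MrgX1 HEK293 cell line | input = fifteen thousand cells per well | signal = kinetic calcium dye fluorescence, Fluo-4 NW | dosing = compound delivered in addition one of three | read-out = B-scored fluorescence response ratio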
# TRPC6 activator: activates the mouse TRPC6 cation channel. 310,000 tested, 0.13% active. AID 2550. HEK293-TRPC6 membrane potential dye fluorescence; hits give high values. B-score at 10 µM. Q61143;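 active = B-score of the integrated fluorescence ratio above library mean plus 3 SD, and starting fluorescence ratio within library mean plus 5 SD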;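 also: higher score means more depolarization so channel activation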
# HIF act: HIF pathway transcriptional activation | 300,000 tested, 0.32% active | U2OS HRE-luciferase reporter, luminescence; normalized: DMSO 0%, desferrioxamine 100% | AID 1910 | activation, % at 7.5 µM (by protocol);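 active = mean activation of at least 10% of the iron chelator positive control signal, with at least half of replicates also reaching 10%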
# MrgX1 antagonist: blocks BAM8-22 activation of human MrgX1 receptor; 310,000 tested, 1.3% active; Q96LB2; B-score at 10 µM; MRGX1-HEK293 calcium flux, Fluo-4, BAM8-22 antagonism; hits give low values;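 active = calcium-response B-score plate-corrected more than 3 library SD below zero, starting fluorescence within 5 deviations, no agonist response on first addition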;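 also: peak minus trough fluorescence over baseline after final BAM8-22 challenge near maximal dose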
# Platelet DG rel: modulates dense granule release in human platelets. 300,000 tested, 0.22% active. inhibition, %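 (compounds screened at 7.5 µM in platelet-rich plasma)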. human platelet-rich plasma, SFLLRN dense granule ATP release, luminescence. AID 1663;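 active = mean replicate score, as percent of positive control, at or above 50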
# SKKanGAS inh: blocks kanamycin growth of S. pyogenes SKKanGAS strain; BacTiter-Glo, 6 h; 300,000 tested, 1.3% active; inhibition, % at 7.5 µM;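 active = mean replicate score, as percent of positive control median, at least 50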;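 also: strain carries kanamycin resistance gene driven by streptokinase promoter and grows in 40 µg/ml kanamycin; loss of luminescence reflects streptokinase promoter inhibition or plain growth inhibition; 0% = median of DMSO wells and 100% = positive control at its reference dose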
# TRPC4 inh: inhibitors of mouse TRPC4 channel; Q9QUQ5; HEK293 TRPC4beta/mu-opioid, DAMGO-evoked Fluo4 calcium flux; hits give low values; B-score at 10 µM; 300,000 tested, 0.39% active;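 active = B-score over 3 SD under the library average, no early fluorescence shift, positive overall ratio signal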
# Target sequence (Q9QUQ5 whole entry, looked up): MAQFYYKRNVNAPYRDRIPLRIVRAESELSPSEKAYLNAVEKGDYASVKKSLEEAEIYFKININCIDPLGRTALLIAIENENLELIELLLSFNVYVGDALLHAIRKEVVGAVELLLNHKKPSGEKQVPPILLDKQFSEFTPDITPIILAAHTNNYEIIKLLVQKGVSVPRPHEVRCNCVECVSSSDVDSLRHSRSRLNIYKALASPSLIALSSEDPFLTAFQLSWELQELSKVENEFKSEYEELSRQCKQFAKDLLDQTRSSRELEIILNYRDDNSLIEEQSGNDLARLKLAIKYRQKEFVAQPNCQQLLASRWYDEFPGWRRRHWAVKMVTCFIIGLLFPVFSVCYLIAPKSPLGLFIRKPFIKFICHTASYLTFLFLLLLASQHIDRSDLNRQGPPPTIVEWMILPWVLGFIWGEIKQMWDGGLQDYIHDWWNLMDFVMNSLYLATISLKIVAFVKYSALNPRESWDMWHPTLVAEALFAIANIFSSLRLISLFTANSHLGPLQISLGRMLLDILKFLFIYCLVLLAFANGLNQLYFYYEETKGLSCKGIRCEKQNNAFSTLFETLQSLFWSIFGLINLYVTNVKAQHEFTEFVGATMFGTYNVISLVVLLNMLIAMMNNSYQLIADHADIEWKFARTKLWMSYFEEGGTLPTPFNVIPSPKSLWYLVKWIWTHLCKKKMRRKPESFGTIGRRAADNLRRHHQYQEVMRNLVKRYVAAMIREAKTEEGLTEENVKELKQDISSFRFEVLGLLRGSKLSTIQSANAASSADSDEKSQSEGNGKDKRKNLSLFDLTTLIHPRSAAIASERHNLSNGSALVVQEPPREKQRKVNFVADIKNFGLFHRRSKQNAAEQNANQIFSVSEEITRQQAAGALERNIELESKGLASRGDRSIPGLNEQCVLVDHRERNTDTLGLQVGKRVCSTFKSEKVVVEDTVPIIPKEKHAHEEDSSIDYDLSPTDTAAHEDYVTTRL
#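 test system = HEK293 cells with stable TRPC4beta plus mu-opioid receptor expression | detection = Fluo4 Ca2+ flux fluorescence | read-out = integrated fluorescence ratio relative to baseline, converted to per-well B score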
# RGS4 block: human RGS4 inhibition; 310,000 tested, 0.45% active; HEK293 M3R/RGS4 inducible, Fluo-4 calcium flux; hits give high values; triggered by carbachol at its EC20; P49798; B-score at 10 µM;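 active = B-score, a plate-corrected calcium signal, over three deviations above library mean, with baseline fluorescence within five deviations of library mean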;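 also: RGS4 expression induced by doxycycline in cells with stable M3 receptor; B-score is computed from the integrated fluorescence ratio over baseline after carbachol; higher B-score means a larger calcium signal and so more RGS4 inhibition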
# TRPC6 inh: blocks the mouse TRPC6 cation channel; HEK293-TRPC6, membrane potential dye, ACh-evoked depolarization; hits give low values; B-score at 10 µM; Q61143; 310,000 tested, 1.1% active;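 active = B-score under library mean minus 3 SD, initial fluorescence not abnormally high, positive integrated signal ratio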;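 also: B-score derived from integrated fluorescence ratio over the kinetic read; more negative B-score means stronger inhibition of depolarization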
# MrgX1 PAM: allosterically activates human MrgX1 receptor signaling | Q96LB2 | MrgX1-HEK293, Fluo-4 calcium flux, FDSS; hits give high values | B-score at 10 µM | 310,000 tested, 0.63% active;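 active = plate-corrected calcium response at least 3 library SD above typical, normal starting fluorescence, not activating the receptor alone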;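 also: compound read alongside a low EC10 to EC30 dose of BAM8-22 agonist; peak minus trough fluorescence over baseline measured at the second addition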
# The depositor's hits bear a star; i = inactive; . = no result given.
SMILES,RGS4 pot,MrgX1 agonist,TRPC6 activator,HIF act,MrgX1 antagonist,Platelet DG rel,SKKanGAS inh,TRPC4 inh,RGS4 block,TRPC6 inh,MrgX1 PAM
COc1ccc(NC(=O)CCN2C(=O)c3ccncc3C2=O)cc1OC,i,i,i,-0.1,i,0.9,-3.0,i,i,i,i
COc1ccc(-n2cc(CNC3CCC(O)CC3)c(-c3cccc(F)c3)n2)cc1 (centres undefined),i,i,i,-0.3,i,0.6,0.0,i,i,-8.29*,i
COc1cccc(C(=O)NC(=S)NCc2ccco2)c1,i,i,i,0.8,i,-4.7,13.7,i,i,i,i
Cn1nnnc1SCC(=O)N1c2ccccc2Sc2ccccc21,i,i,i,-61.3,i,-6.7,-0.2,i,i,i,i
O=C(Cc1cccs1)N1CCN(S(=O)(=O)c2ccc(Br)cc2)CC1,i,i,i,-0.1,i,-3.8,6.6,i,i,i,i
COCCCN(C(=O)CCOc1ccc(C(C)(C)C)cc1)c1c(N)n(Cc2ccccc2)c(=O)[nH]c1=O,i,i,i,-0.3,i,-8.4,-15.5,i,i,i,i
COc1ccc(C(C)=O)cc1COC(=O)CSCC(=O)Nc1ccc(C)cc1,i,i,i,0.0,i,-1.0,-25.7,i,i,i,i
COc1ccc(/C=C/C(=O)N(C)C2CCS(=O)(=O)C2)cc1OC (centres undefined),i,i,i,0.0,i,-5.9,-11.3,i,i,i,i
Cn1nc(-c2ccc(C(=O)N3CCN(Cc4ccccc4)CC3)cc2)c2ccccc2c1=O,i,i,i,-0.2,i,-2.1,-3.1,i,i,i,i
Cc1ccc2sc(N(CCCN(C)C)C(=O)CN3C(=O)c4ccccc4C3=O)nc2c1C,i,i,i,0.2,i,-6.0,-12.3,i,i,i,i
COc1ccc(N2CCN(C(CNC(=O)C(=O)NCCCO)c3ccco3)CC2)cc1 (centres undefined),i,i,i,0.1,i,-0.9,1.7,i,i,i,i
Cc1ccc(N=C2NC(=O)/C(=C/C=C/c3ccco3)S2)cc1C,i,i,i,0.1,i,1.4,42.8,i,i,i,i
COc1ccccc1CN1C[C@@H]2C[C@@H](c3[nH]c4c(C)cccc4c3C)N3CCC[C@@]23C1=O,i,i,i,0.1,i,2.5,4.7,i,i,i,i
O=C(O)CCCC(=O)N(Cc1ccccc1)Cc1ccccc1,i,i,i,0.3,i,-5.8,-19.0,i,i,i,i
Cc1cc(C)c2c(N)c(C(=O)N3CCN(c4ncccn4)CC3)sc2n1,i,i,i,0.0,i,3.2,-4.3,i,i,i,i
COc1ccc(-c2c(C)oc3c(CN4CCCC(C)C4)c(O)ccc3c2=O)cc1OC (centres undefined),i,.,i,-0.3,.,-2.8,-5.3,i,i,i,.
COc1cccc2c1OCC(CN1CCN(CCC(C)C)C(CCO)C1)=C2 (centres undefined),i,i,i,-0.4,i,1.0,-0.3,i,i,i,i
COc1ccccc1NS(=O)(=O)c1ccc(C(=O)N2CCN(c3ccccc3O)CC2)cc1,i,i,i,0.0,i,-15.0,0.9,i,i,i,i
CC1Cc2nc(SCC(=O)Nc3nc4ccccc4s3)n(C)c(=O)c2S1 (centres undefined),i,i,i,-0.2,i,9.1,-1.3,i,i,i,i
CC(=O)NC(CCS(C)(=O)=O)C(=O)Nc1cccc2ccccc12 (centres undefined),i,i,i,0.0,i,3.6,4.6,i,i,i,i
COc1ccc(N2C(=O)C3ON(C4SC(=S)N(C)C4(C)C)C(c4ccc(Cl)cc4)C3C2=O)cc1 (centres undefined),i,i,i,1.3,i,2.3,-0.1,i,i,i,i
Nc1nnc(CCC2CCCCC2)s1,i,i,i,0.2,i,-4.4,18.8,i,i,i,i
Cc1ccc(C(=O)CSc2nnc(-c3ccc4[nH]c(C)c(C)c4c3)o2)cc1C,i,i,i,0.2,i,-5.4,-9.7,i,i,i,i
O=C(CNCc1cccs1)Nc1ccc(S(=O)(=O)N2CCCCC2)cc1,i,i,i,0.1,i,-0.7,7.5,i,i,i,i
CC/C(=N\N=C(/CC)c1ccccc1N)c1ccccc1N,i,i,i,0.6,i,-2.3,-4.1,i,i,i,i
O=C(O)C1C2CC3C(OC(=O)C31)C2Cl (centres undefined),i,i,i,-0.5,i,0.6,-0.2,i,i,i,i
Cc1ccc(CNC(=O)COC(=O)CCOc2ccc(C)cc2)cc1,i,i,i,-0.2,i,4.9,-19.8,i,i,i,i
COCC1CCN(Cc2nc(-c3ccc(OC)cc3)no2)CC1,i,i,i,0.3,i,5.0,2.0,i,i,i,i
COc1cc(C#N)c(NC(=S)N2CCOCC2)cc1OC,i,i,i,1.5,i,0.8,-8.5,i,i,i,i
O=C(CCc1nnc(CCCc2ccccc2)o1)NCCc1ccco1,i,i,i,1.0,i,-0.4,-2.6,i,i,i,i
Cc1ccc(-n2nnnc2C(Cl)(Cl)c2nnnn2-c2ccc(C)cc2)cc1,i,i,i,1.0,i,13.2,-19.0,i,i,i,i
O=C(c1ccco1)N1CCN(c2ccc([N+](=O)[O-])cn2)CC1,i,i,i,0.9,i,1.1,3.7,i,i,i,i
CCc1ccc(OCCCC(=O)NCc2ccccc2)cc1,i,i,i,0.0,i,4.8,-14.6,i,i,i,i
Cc1ccc(-n2c(SCC(=O)Nc3cc(C)on3)nc3c([nH]c4ccccc43)c2=O)cc1,i,i,i,0.9,i,-8.3,25.3,i,i,i,i
O=C(c1ccc2c(=O)n3c(nc2c1)CCCCC3)N1CCc2ccccc21,i,i,i,0.1,i,0.9,-1.3,i,i,i,i
COc1c(C)cc(C(=O)C2CCCN(C(=O)c3cccc(F)c3)C2)cc1C (centres undefined),i,i,i,-0.1,i,8.8,-5.0,i,i,i,i
O=C(Nc1ccc(NC(=O)c2ccc([N+](=O)[O-])o2)cc1Cl)c1ccco1,i,i,i,0.5,i,-9.6,7.6,i,i,i,i
CCOC(=O)c1ccc(NC(=O)c2c(N)n(C)c(=O)n(C)c2=O)cc1,i,i,i,1.7,i,-0.5,10.7,i,i,i,i
COc1cccc(NC(=O)CN(C)C(=O)c2cc(-c3ccccc3)nc3ccccc23)c1,i,i,i,-0.2,i,-6.9,-4.3,i,i,i,i
COc1ccccc1NC(=O)CSc1nc2n[nH]c(C)c2c(=N)n1-c1ccccc1Cl,i,i,i,0.0,i,-3.9,13.0,.,i,i,i
Cc1ccccc1OCC(=O)NNC(=O)CCN1C(=O)c2ccccc2C1=O,i,i,i,-0.5,i,4.3,-4.2,i,i,i,i
COc1ccccc1CN1CCCC(N2CCN(c3ccc(F)cc3)CC2)C1 (centres undefined),i,i,i,1.3,i,2.9,-1.9,i,i,i,i
O=C(COC(=O)C1CC1)Nc1ccc(N=Nc2ccccc2)cc1,i,i,i,0.8,i,-15.1,-11.8,i,i,i,i
CC1=C(C(=O)OCCCCCl)C(c2cc3c(cc2Br)OCO3)NC(=O)N1 (centres undefined),i,i,i,-0.9,i,-2.5,2.4,i,i,i,i
O=C(O)CC(NNC(=O)c1ccccc1)C(=O)Nc1cccc([N+](=O)[O-])c1 (centres undefined),i,i,i,0.2,i,2.9,-1.1,i,i,i,i
CCc1cc(=O)oc2cc(C)cc(OC(C)C(=O)NCCCN3CCOCC3)c12 (centres undefined),i,i,i,.,i,-11.2,-0.1,i,i,i,i
C/C(=N/NC(=O)CNS(=O)(=O)c1ccc(C)cc1)c1cccc([N+](=O)[O-])c1,i,i,i,-0.2,i,0.0,-2.2,i,i,i,i
CCOC(=O)N1CCN(C(=O)CN(C)S(=O)(=O)c2ccc(OCC)cc2)CC1,i,i,i,0.4,i,-1.6,0.0,i,i,i,i
CCOc1ccccc1-n1c(SCC(=O)NC(C)CC)nnc1-c1ccoc1C (centres undefined),i,i,i,-1.7,i,1.4,1.8,i,i,i,i
COC(=O)c1ccc(C2/C(=C(/O)c3ccc(OC)cc3)C(=O)C(=O)N2c2cc(C)on2)cc1 (centres undefined),i,i,i,-0.3,i,1.2,10.6,i,i,i,i
Fc1ccc(-n2c(-c3ccc4ccccc4n3)n[nH]c2=S)cc1Cl,i,i,i,-0.2,i,0.3,0.9,i,i,i,i
CC(=O)Nc1ccc(S(=O)(=O)NCCC(=O)N2CCCCC2)cc1,i,i,i,-4.1,i,-4.9,-12.6,i,i,i,i
CC(C)(C)NC(=O)C(OC(=O)c1ccco1)c1ccccc1F (centres undefined),i,i,i,0.7,i,-3.1,0.7,i,i,i,i
Cc1nnc(-c2ccco2)c2cn(-c3cccc(Br)c3)nc12,i,i,i,0.0,i,0.1,10.7,i,i,i,i
CCCC(=O)N1CC(=O)Nc2ccc(C)cc2C1c1ccc(F)cc1 (centres undefined),i,i,i,0.2,i,-6.8,1.4,i,i,i,i
CC(=O)N/C(=C\c1ccc(Cl)cc1)C(=O)O,i,i,i,-0.6,i,-18.2,-9.8,i,i,i,i
Cc1cc(C(=O)Nc2ccc(N3CCOCC3)c(Cl)c2)c(C)o1,i,i,i,1.8,i,16.3,-13.9,i,i,i,i
Cc1ccc(C(=O)C=CNNC(=O)c2ccccc2)cc1,i,i,i,-0.5,i,1.4,-1.2,i,i,i,i
COc1ccc(C2C(C(=O)NCc3ccco3)c3ccccc3C(=O)N2C)cc1 (centres undefined),i,i,i,-0.6,i,-8.8,0.1,i,i,i,i
COc1cc(Cl)c(C)cc1NC(=O)CSc1nnc(CCC(=O)O)c(=O)[nH]1,i,i,i,0.3,i,-3.8,.,i,i,i,i
# Next section.
SMILES,RGS4 pot,MrgX1 agonist,TRPC6 activator,HIF act,MrgX1 antagonist,Platelet DG rel,SKKanGAS inh,TRPC4 inh,RGS4 block,TRPC6 inh,MrgX1 PAM
Cc1ccc(Cl)cc1N1CCN(Cc2nc3c(c(=O)[nH]c(=O)n3C)n2Cc2ccccc2F)CC1,i,i,i,-0.4,i,6.8,79.3*,i,i,i,i
O=C(Nc1ccc2c(c1)OCCO2)C1CCCN(S(=O)(=O)Cc2ccccc2)C1 (centres undefined),i,i,i,-0.3,i,-1.8,0.7,i,i,i,i
O=C(NC1CCS(=O)(=O)C1)Oc1ccccc1 (centres undefined),i,i,i,-0.1,i,6.6,-3.7,i,i,i,i
CN(C)c1ccc(C2NCCS2)cc1 (centres undefined),i,i,i,0.0,i,-0.2,4.4,i,i,i,i
CCN(CC(=O)Nc1ccc2c(c1)OCCO2)C(=O)COc1cc(C)ccc1Cl,i,i,i,-1.8,i,4.2,-2.2,i,i,i,i

# Bioassay records: PubChem BioAssay, several laboratories
